Screening results (PubChem)
TDP43 rescue: qHTS of TDP-43 Inhibitors | TDP-43 expressing yeast growth rescue, BacTiter-Glo, 24 h | Potency, µM (top dose mostly 46.1 µM), for the others: at the highest dose growth rescue (activation), most hits filed as activators | 410,000 compounds, 1.8% hits | AID 652104, 2013; also: % of control where 0% means no effect; nearly all actives have a fitted effect of over 50% in size
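Yeast cells expressing TDP-43 under galactose induction are exposed to compounds for 24 hr at 30 deg C. BacTiter-Glo luminescence measures growth, so protective compounds score as activators.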
EPAC2 ag: qHTS for Agonist of cAMP-regulated guanine nucleotide exchange factor 4 (EPAC2): primary screen. AID 720711, 2013. Potency, µM (highest dose often 154 µM), for the others: top-dose activation, most hits filed as activators. EPAC2 activation, biochemical qHTS; response scale: 100% = 6.5 mM cAMP response. Rap guanine nucleotide exchange factor 4 (Homo sapiens), Q8WZA2. 360,000 compounds, 0.079% hits; also: nearly all actives have a fitted effect of over 50% in size
Target sequence (Q8WZA2 whole entry, looked up): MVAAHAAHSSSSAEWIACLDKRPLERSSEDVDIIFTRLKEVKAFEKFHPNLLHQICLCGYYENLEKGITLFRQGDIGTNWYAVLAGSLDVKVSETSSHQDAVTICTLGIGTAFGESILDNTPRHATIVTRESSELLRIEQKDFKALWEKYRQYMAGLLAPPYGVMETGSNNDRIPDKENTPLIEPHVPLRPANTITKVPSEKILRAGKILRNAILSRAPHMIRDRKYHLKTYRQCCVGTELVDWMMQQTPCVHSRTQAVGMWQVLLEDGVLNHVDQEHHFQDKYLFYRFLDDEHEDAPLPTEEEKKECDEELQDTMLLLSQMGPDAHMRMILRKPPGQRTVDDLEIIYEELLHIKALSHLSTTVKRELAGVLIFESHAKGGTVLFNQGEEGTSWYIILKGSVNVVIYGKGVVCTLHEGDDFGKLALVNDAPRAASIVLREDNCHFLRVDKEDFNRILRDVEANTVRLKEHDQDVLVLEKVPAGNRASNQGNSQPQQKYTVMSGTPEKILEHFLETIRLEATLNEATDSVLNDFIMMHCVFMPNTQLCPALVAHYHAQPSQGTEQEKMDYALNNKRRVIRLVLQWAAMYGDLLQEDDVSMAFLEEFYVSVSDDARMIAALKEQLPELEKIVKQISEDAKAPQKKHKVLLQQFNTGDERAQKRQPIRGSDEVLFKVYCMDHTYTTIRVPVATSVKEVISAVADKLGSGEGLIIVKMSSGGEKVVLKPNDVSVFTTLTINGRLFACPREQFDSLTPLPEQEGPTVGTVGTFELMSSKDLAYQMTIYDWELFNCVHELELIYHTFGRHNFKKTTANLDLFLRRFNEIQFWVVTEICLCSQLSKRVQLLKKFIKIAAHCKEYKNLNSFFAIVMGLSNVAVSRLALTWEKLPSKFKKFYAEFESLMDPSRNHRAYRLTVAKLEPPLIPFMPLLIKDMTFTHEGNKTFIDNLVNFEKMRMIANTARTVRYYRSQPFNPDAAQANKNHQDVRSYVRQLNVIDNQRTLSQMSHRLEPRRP
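Exchange assay: 100 nM EPAC2 with 250 nM Rap1B-BODIPY-GDP and 50 uM GDP. Fluorescence (ex 480/em 540 nm) read every 5 min for 30 min at room temperature. Data normalized to 6.5 mM cAMP as agonist control.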
aSyn rescue: qHTS of alpha-syn Inhibitors. AID 652106, 2013. 370,000 compounds, 0.14% hits. Potency, µM (top dose mostly 46.1 µM), inactives show at the highest dose growth rescue (activation), usual class: activators. Yeast expressing alpha-synuclein, growth rescue, BacTiter-Glo, 24 h; also: % of control where 0% means no effect; nearly all actives have a fitted effect of over 65% in size
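Galactose-induced alpha-syn yeast (OD600=0.02, raffinose-pregrown) + pinned cpd, 24 hr, 30 deg C; growth by BacTiter-Glo luminescence. Growth restoration scores as activation.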
EPAC2 antag: qHTS for Antagonist of cAMP-regulated guanine nucleotide exchange factor 2 (EPAC2): primary screen; Rap guanine nucleotide exchange factor 4 (Homo sapiens), Q8WZA2; EPAC2 GEF exchange of Rap1B-BODIPY-GDP, fluorescence; Potency, µM (series often up to 114 µM), without a hit: top-dose activity, negative = inhibition, usual class: inhibitors; 360,000 compounds, 0.18% hits; also: % is scaled to controls: 0 for no effect and ±100 for the full control effect; nearly all actives have a fitted effect of over 45% in size; many of its hits are not listed in these tables
FUS yeast rescue: qHTS for Suppressors of FUS Proteinopathy: Primary screen using FUS-linked yeast assay. 390,000 compounds, 0.24% hits. Potency, µM (doses to about 76.6 µM), inactives show top-dose growth rescue (activation), usual class: activators. S. cerevisiae FUS-expressing, growth rescue, OD600, 24 h. AID 1347120, 2019;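 also: plate controls were DMSO vehicle for no effect and reference control for full effect; nearly all actives have a fitted effect of over 55% in size; some results filed as inactive show a strong effect at the top dose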
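Yeast expressing FUS under galactose induction, OD 0.005 in 2% galactose medium; compounds in a dilution series, 24 h at 30C. Growth rescue by absorbance at 600 nm; CP55940 positive control, DMSO negative.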
EPAC1 antag: qHTS for Antagonist of cAMP-regulated guanine nucleotide exchange factor 3 (EPAC1): primary screen; Rap guanine nucleotide exchange factor 3 (Homo sapiens), O95398; EPAC1 GEF assay, Rap1b-BODIPY-GDP exchange fluorescence; Potency, µM (doses to about 115 µM), for the others: top-dose activity change, negative = inhibition, hits mostly inhibitors; 360,000 compounds, 0.14% hits; AID 720709, 2013;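 also: plate controls were vehicle for no effect and positive control for full effect; nearly all actives have a fitted effect of over 50% in size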
EPAC1 agonist: qHTS for Agonist of cAMP-regulated guanine nucleotide exchange factor 3 (EPAC1): primary screen | Potency, µM (doses to about 154 µM), for inactives: top-dose activation, actives largely listed as activators | EPAC1 agonist qHTS, biochemical assay; response scale: 100% = response to 6.5 mM cAMP | AID 720707, 2013 | 360,000 compounds, 0.073% hits | Rap guanine nucleotide exchange factor 3 (Homo sapiens), O95398; also: nearly all actives have a fitted effect of over 60% in size
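EPAC1 100 nM, Rap1B–BODIPY-GDP 250 nM, unlabeled GDP 50 uM; compound titration; 5 min RT; kinetic read ex480/em540 at 5-min intervals ×30 min; data normalized to 6.5 mM cAMP agonist control.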
PTHR1 ag: qHTS for PTHR1 Agonists: Primary Screen; Parathyroid hormone/parathyroid hormone-related peptide receptor (Homo sapiens), Q03431; 410,000 compounds, 0.075% hits; Potency, µM (titrated, usually from 115 µM), inactives show at the highest dose activation, most hits filed as activators; HEK293 GP2 PTHR1 cells, GloSensor cAMP luminescence, 1 h; also: nearly all actives have a fitted effect of over 55% in size; some results filed as inactive show a strong effect at the top dose; inactives centre near -15; many of its hits are not listed in these tables
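HEK-293-derived GP2 cells expressing PTHR1 and a GloSensor cAMP reporter, 3,000/well, plated overnight, given luciferin plus IBMX (each 0.5 mM as added) for 1 h at 37 °C, then compound for 1 h at 37 °C. Luminescence was read after 15 min at room temperature.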
* = called active by the depositor; i = inactive; ? = inconclusive; / = no result given; [ ] = dose if it differs, or a comment. Calls follow the shape of the dose curve; as a rule, active = well fitted curve in the direction sought with a large enough effect; inconclusive = small, poorly fitted or top-dose-only effect, or another doubt; inactive = no such curve, though single readings can be large; an effect the other way counts as inactive or inconclusive. Potency is read from the fitted curve at half-maximal effect. The list is partial. The share of hits here may be higher or lower than overall.

Every second line gives: EPAC1 agonist, PTHR1 ag, FUS yeast rescue, EPAC2 ag, EPAC1 antag, aSyn rescue, TDP43 rescue, EPAC2 antag
CN(C(=O)COC(=O)c1ccc([N+](=O)[O-])cc1N)c1ccccc1
 : -6%, i, -48%[inhibitor], -19%, 13%, 8%, -11%, 34%[activator]
COC(=O)CNC(=O)CN1C(=O)N(c2ccccc2)C(N(O)C(=O)Nc2ccccc2)C1(C)C (centres undefined)
 : 0%, i, -14%, -7%, -3%, 23%, 4%, 8%
CC1CCCN(C(=O)CN(C)S(=O)(=O)c2cccc3nsnc23)C1 (centres undefined)
 : 0%, -5%, -5%, 2%, 17%, 1%, 8%, 3%
Cc1ccc(SCCC(=O)Nc2nccs2)cc1
 : 6%, -9%, 26%, 8%, 1%, -1%, 8%, -2%
CSc1nc(O)c(C(c2ccccc2Cl)c2c(O)nc(SC)[nH]c2=O)c(=O)[nH]1
 : 3%, -9%, 10%, 0%, 4%, -3%, -11%, 3%
CCC(C)(C)n1nnnc1C(c1cccc(C#N)c1)N1CCN(c2cccc(C)c2C)CC1 (centres undefined)
 : 13%, i, -11%, 15%, 3%, 8%, -3%, -8%
Cc1nc2ccccc2nc1CN1CCC(CO)(CC2CCCCO2)CC1 (centres undefined)
 : 1%, -17%, 4%, 6%, 6%, 12%, -8%[0.397 µM], 4%
CN(CCCC(=O)NCCc1ccccc1)S(=O)(=O)c1ccc([N+](=O)[O-])cc1
 : 3%, -13%, -13%, 4%, -3%, 3%, -5%, 2%
CCn1c(COc2cccc(C)c2)nnc1SCC(=O)Nc1cccc(C(=O)O)c1
 : 0%, i, -4%, -2%, -19%, -1%, 5%, -4%
COc1cccc(NC(=O)C/C(C)=N/NC(=O)C2CCCCC2)c1
 : -3%, i, 9%, 1%, ?, 4%, -7%, 12%
Cc1nnc(NC(=O)c2ccc(S(=O)(=O)N3CCCCC3)cc2)s1
 : 11%, -24%, -1%, 8%, 13%, -3%[1.84 µM], -3%, 8%
CC(C)CC(=O)NC(=S)Nc1nc(-c2cccc3ccccc23)cs1
 : 5%, -4%, 17%, 15%, -11%, 9%, 20%, -29%
CC1Oc2ccccc2N(CC(=O)N2CCCc3ccccc32)C1=O (centres undefined)
 : -7%, -2%[57.5 µM], 14%, 10%, 10%, 10%, 3%, 15%
O=C(CCCC1=NS(=O)(=O)c2ccccc2N1)NCCc1ccc(Cl)cc1
 : -4%, i, -15%, -3%, -6%, 0%, -10%, 1%
O=C(CN(C(=O)c1csnn1)c1ccc2c(c1)OCCO2)NCc1ccc(F)cc1
 : 3%, -38%[inhibitor], 21%, 11%, -18%, -3%, -8%, -4%
COc1ccc(C(CNC(=O)c2ccc(NS(=O)(=O)c3ccc4c(c3)OCCO4)cc2)N(C)C)cc1 (centres undefined)
 : -1%, -8%, 8%, 6%, 13%, 0%, -20%, 16%
CC(=O)c1cccc(S(=O)(=O)NCCC(=O)NC2CCCCCC2)c1
 : 13%, i, -18%, 8%, 7%, -4%, 9%, 2%
O=C(O)c1cc(S(=O)(=O)Nc2cc(Cl)ccc2Oc2ccccc2)ccc1O
 : 0%, -4%, 0%, -4%, ?, 3%, 12%, 40µM*
Cc1ccc(OCC(=O)O/N=C(\N)Cc2cccs2)cc1C
 : 11%, -8%, 11%, 14%, -6%, -7%, -7%, -3%
COc1ccccc1C(=O)Nc1ccc2c(c1)CN(Cc1cnc(C)s1)CC2
 : 5%, i, 44%, 13%, 1%, -9%, -14%, -4%

Entries listed so far that have an aryl thioether with sulfur outside any ring (three):
Every second line gives: EPAC1 agonist, PTHR1 ag, FUS yeast rescue, EPAC2 ag, EPAC1 antag, aSyn rescue, TDP43 rescue, EPAC2 antag
Cc1ccc(SCCC(=O)Nc2nccs2)cc1
 : 6%, -9%, 26%, 8%, 1%, -1%, 8%, -2%
CSc1nc(O)c(C(c2ccccc2Cl)c2c(O)nc(SC)[nH]c2=O)c(=O)[nH]1
 : 3%, -9%, 10%, 0%, 4%, -3%, -11%, 3%
CCn1c(COc2cccc(C)c2)nnc1SCC(=O)Nc1cccc(C(=O)O)c1
 : 0%, i, -4%, -2%, -19%, -1%, 5%, -4%

Further entries follow:
Every second line gives: EPAC1 agonist, PTHR1 ag, FUS yeast rescue, EPAC2 ag, EPAC1 antag, aSyn rescue, TDP43 rescue, EPAC2 antag
O=C(CN1CCOCC1)N/N=C/c1ccc(-c2ccc(Br)cc2)o1
 : 5%, -6%, 12%, 14%, 1%, 0%, 11%, -1%
CNCCOc1ccccc1OC(C)C
 : 4%, -22%, -1%, 12%, 0%, 1%, 1%[9.22 µM], 2%
COc1ccc(C2CC(=O)C3=C(C2)NC(C)=C(C#N)C3c2ccc(N(C)C)cc2)cc1 (centres undefined)
 : 4%, -4%[57.5 µM], ?, -21%, -11%, 2%, -4%, ?
CCCCOC(=O)NC(NCC(O)c1ccccc1)(C(F)(F)F)C(F)(F)F (centres undefined)
 : -8%, i, 12%, 12%, -3%, 1%, -6%, -8%
COc1ccccc1NC(=O)c1ccc(Cl)c(S(=O)(=O)NCc2ccco2)c1
 : 4%, i, 10%, 5%, -27%, 3%, 20%, -10%
CCOC(=O)Cc1cc(=O)n2[nH]c(-c3ccccc3)c(-c3ccccc3)c2n1
 : -19%, i, ?, -1%, ?, -1%, 1%, 1%
Cc1cc(C)nc(N(C#N)CN2C(=O)c3ccccc3S2(=O)=O)n1
 : -5%, -32%[inhibitor], 1%, 6%, -13%, 7%, 14%, 8%
O=C(NCCCc1ccccc1)c1ccccc1
 : 4%, -4%, -13%, 13%, -11%, 1%, 7%, -10%
O=C(CCC1CCCN(C(=O)c2ccc3cc[nH]c3c2)C1)N1CCN(c2ccccn2)CC1 (centres undefined)
 : -1%, -8%, 26%, 6%, -5%, -10%, -19%[0.397 µM], -3%
Cc1ccc(-c2cc(C(F)F)nc(N3CCC(C)CC3)n2)cc1
 : 1%, -32%[inhibitor], 7%, 4%, 17%, 1%, 11%, 4%
COc1cccc(Cn2nnc(C(=O)NCc3ccccc3Cl)c2N)c1
 : -1%, -14%, -14%, 2%, -2%, 0%, 20%, -23%
O=C(CSc1ncnc2ccccc12)NC1CCS(=O)(=O)C1 (centres undefined)
 : -4%, i, /, 7%, 8%, -5%, -16%, 11%
CCN(CC)c1ccc(C(=O)NNC(=O)c2ccc3c(=O)n4c(nc3c2)CCC4)cc1
 : 3%, i, 13%, 1%, 6%, -4%, 12%, -12%
Cc1ccc(/C=N/N2CCN(c3ccccn3)CC2)o1
 : 3%, -18%, -2%, 5%, 14%, -9%, 4%, 21%
COc1ccccc1N1C(=N)S/C(=C\c2ccc(-c3ccccc3C(=O)O)o2)C1=O
 : -8%, i, /, -5%, -21%, 0%, 14%, 7%
CCN(CC)S(=O)(=O)c1ccc2c(c1)N(CC(=O)Nc1ccc(NC(C)=O)cc1)C(=O)CO2
 : 4%, i, 11%, 0%, -5%, -1%, -26%, 4%
COc1ccc(OC)c(S(=O)(=O)NCCc2sc(-c3ccc(C)cc3)nc2C)c1
 : /, -19%, ?, /, /, ?, 22%, /
CCOC(=O)C1CCN(c2nc(C)cc(C)c2C#N)CC1
 : 4%, i, 6%, 2%, -20%, 0%, /, -13%
OCCN(Cc1ccccc1)Cc1nc(CC2CC2)no1
 : -9%, -20%, -13%, -6%, 6%, 4%, 10%, 8%
CCOCC(=O)Nc1cc(C(F)(F)F)ccc1Oc1cccc(Br)c1
 : 0%, -11%[57.5 µM], 5%, 2%, -12%, -7%, ?, -1%
CC12CCC(C(=Nc3ccc(N=C4C(=O)C5(C)CCC4C5(C)C)cc3)C1=O)C2(C)C
 : -9%, i, -21%, -1%, 4%, ?, 12%, 6%
CC1(Cc2ccc(OC(F)(F)F)cc2)C(=O)Nc2c(Cl)ccc(Cl)c21 (centres undefined)
 : -12%, -32%[inhibitor], -22%, -9%, -15%, 23%, -3%, ?
CCN(CC)S(=O)(=O)c1ccc(N=NC2=C(O)CC(C)(C)CC2=O)cc1
 : -5%, i, 20%, 1%, -4%, 4%, -12%, 1%
COc1cccc2cc(C(=O)N3CCN(c4ccc(C)cc4C)CC3)c(=O)oc12
 : 9%, i, -20%, 5%, 10%, 2%, 0%, -13%
Cc1ccc(S(=O)(=O)NC2c3cccc4cccc(c34)C2Sc2nc(C)cc(C)n2)cc1 (centres undefined)
 : 5%, -13%, /, 6%, -2%, 1%, ?, -2%
Oc1ccc(N=Cc2ccc(OCc3ccccc3)cc2)cc1
 : 17%, -77%[inhibitor], 39%, 14%, 25µM*, 2%, 25µM*, ?
CCOCc1nc(N)[nH]c(=O)c1Cc1ccc(OC(C)C)cc1
 : 3%, 7%[57.5 µM], 18%, -13%, 6%, 0%, 5%, -4%
COc1ccccc1-n1c(CCC(=O)O)ccc1-c1ccccc1
 : 10%, -3%, 36%, 23%, -6%, 8%, 16%, 3%
CCNC(=O)c1cc2c(c(-c3cccc(-c4ccccc4F)c3)n1)[C@H](CCO)N(C(=O)CC)C2
 : -5%, i, 29%, 5%, 7%, -7%, 6%, -18%

An excerpt from above in order of SMILES length, low to high.
Every second line gives: EPAC1 agonist, PTHR1 ag, FUS yeast rescue, EPAC2 ag, EPAC1 antag, aSyn rescue, TDP43 rescue, EPAC2 antag
CCOCc1nc(N)[nH]c(=O)c1Cc1ccc(OC(C)C)cc1
 : 3%, 7%[57.5 µM], 18%, -13%, 6%, 0%, 5%, -4%
CCN(CC)S(=O)(=O)c1ccc(N=NC2=C(O)CC(C)(C)CC2=O)cc1
 : -5%, i, 20%, 1%, -4%, 4%, -12%, 1%
Cc1ccc(S(=O)(=O)NC2c3cccc4cccc(c34)C2Sc2nc(C)cc(C)n2)cc1 (centres undefined)
 : 5%, -13%, /, 6%, -2%, 1%, ?, -2%
